Source: PubChem BioAssay (several laboratories)
VHR inh abs: VHR1 phosphatase inhibitors, primary screen, biochemical, absorbance, uHTS; Dual specificity protein phosphatase 3 (Homo sapiens), P51452; recombinant VHR phosphatase, pNPP absorbance; inhibition, % at 13.3 µM; hit rate 0.52% among 290,000; AID 1654, 2009; in the data active = inhibition above about 50%; note: some compounds called inactive have numbers as strong as hits
Target sequence (P51452 whole entry, looked up): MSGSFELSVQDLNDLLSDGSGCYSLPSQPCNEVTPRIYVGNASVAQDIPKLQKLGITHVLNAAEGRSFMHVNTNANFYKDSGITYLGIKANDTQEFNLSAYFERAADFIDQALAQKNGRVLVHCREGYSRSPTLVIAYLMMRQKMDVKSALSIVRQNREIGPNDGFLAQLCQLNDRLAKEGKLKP
GDH-TPI inh: GDH-TPI coupling enzyme inhibitors, primary screen, artefact control for M. tuberculosis FBA inhibitor project, biochemical, absorbance, full deck | GDH-TPI coupled enzyme counterscreen, NADH absorbance | inhibition, % at 4.8 µM | hit rate 1.2% among 360,000 | AID 588335, 2011; in the data active = inhibition above about 30%;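 note: 0% = DMSO wells and 100% = wells lacking the enzyme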
Mtb UGM inh: M. tuberculosis UGM enzyme inhibitors, primary screen, biochemical, fluorescence polarization, single point | UDP-galactopyranose mutase (Mycobacterium tuberculosis (strain ATCC 25618 / H37Rv)), … | purified UGM, fluorescence polarization probe displacement | inhibition, % at 10 µM | hit rate 0.06% among 320,000; in the data active = inhibition above about 10%, passing the limit was not always enough
BH1578 lux ind: inducers of Vibrio cholerae quorum light production without autoinducers, primary screen, BH1578 luxS cqsA deficient, single point; V. cholerae BH1578 lux reporter, luminescence, 6 h; activation, % at 18.7 µM; hit rate 0.16% among 350,000; in the data active = activation mostly above about 9.7%, no sharp cut-off; note: not every result past the cut was called active; inactives centre near 0; reference of the scale not given here
Rv3671c protease: Rv3671c serine protease inhibitors, primary screen, biochemical, fluorescence polarization, M. tuberculosis H37Rv. P9WHR9. inhibition, % at 5.96 µM. hit rate 0.048% among 320,000; in the data active = inhibition above about 38%;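 note: extracellular domain of Rv3671c used as enzyme; 0% = enzyme with DMSO and 100% = no enzyme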
Target sequence (P9WHR9 whole entry, looked up, the tested form may be a part): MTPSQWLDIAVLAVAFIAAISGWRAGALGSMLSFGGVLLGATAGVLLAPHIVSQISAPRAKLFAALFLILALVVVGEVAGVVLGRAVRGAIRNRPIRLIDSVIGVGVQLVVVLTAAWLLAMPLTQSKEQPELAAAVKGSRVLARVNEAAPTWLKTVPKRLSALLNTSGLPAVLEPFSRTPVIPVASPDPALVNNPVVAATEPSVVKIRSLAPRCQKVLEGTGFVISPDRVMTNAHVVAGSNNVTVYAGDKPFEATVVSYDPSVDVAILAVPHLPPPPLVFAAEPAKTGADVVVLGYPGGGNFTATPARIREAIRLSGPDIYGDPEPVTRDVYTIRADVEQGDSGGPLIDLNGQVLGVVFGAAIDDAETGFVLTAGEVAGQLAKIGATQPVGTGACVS
MazF activator: activators of E. coli MazEF toxin-antitoxin RNase, primary screen, biochemical, fluorescence, uHTS | Endoribonuclease toxin MazF (Escherichia coli (strain K12)), P0AE70 | FAM/BHQ RNA-DNA oligo cleavage fluorescence, 5 h | activation, % at 20 µM | hit rate 0.32% among 350,000 | AID 504720, 2011; in the data active = activation above about 50%
Target sequence (P0AE70 whole entry, looked up): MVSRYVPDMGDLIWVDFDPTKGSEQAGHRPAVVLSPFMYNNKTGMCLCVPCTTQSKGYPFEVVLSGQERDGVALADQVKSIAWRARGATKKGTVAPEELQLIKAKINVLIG
BioA inh: M. tuberculosis BioA enzyme inhibitors, primary screen, biochemical, plate reader, single point, HTS; hit rate 0.096% among 360,000; 7,8-diaminopelargonic acid synthase BioA (Mycobacterium tuberculosis); purified M. tuberculosis BioA enzyme; inhibition, % at 9.99 µM; AID 602481, 2012; in the data active = inhibition above about 40%
FBA Mtb inh: Mtb FBA enzyme inhibitors, primary screen, biochemical, fluorescence, strain H37Rv. hit rate 2.3% among 360,000. purified M. tuberculosis FBA, fluorescence read-out. inhibition, % at 1 µM; in the data active = inhibition above about 27%;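 note: 0% = vehicle and 100% = reference inhibitor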
Target sequence (P9WQA3 whole entry, looked up): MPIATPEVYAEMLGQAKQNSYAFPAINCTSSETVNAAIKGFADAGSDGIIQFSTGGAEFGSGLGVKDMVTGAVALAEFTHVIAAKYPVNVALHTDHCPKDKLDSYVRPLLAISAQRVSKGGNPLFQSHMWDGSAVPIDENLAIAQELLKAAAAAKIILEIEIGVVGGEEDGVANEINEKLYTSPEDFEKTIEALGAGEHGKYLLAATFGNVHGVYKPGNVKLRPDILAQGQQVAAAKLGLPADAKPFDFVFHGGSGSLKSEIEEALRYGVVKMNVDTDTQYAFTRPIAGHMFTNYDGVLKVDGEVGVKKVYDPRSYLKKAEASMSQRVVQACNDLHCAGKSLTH
3CLpro inhibitor: SARS-CoV 3CLpro protease inhibitors, primary screen, biochemical, quenched FRET; Replicase polyprotein 1ab (Severe acute respiratory syndrome coronavirus), P0C6X7; recombinant SARS-CoV 3CLpro, quenched FRET peptide cleavage; inhibition, % at 6 µM; hit rate 0.14% among 290,000; AID 1706, 2009; in the data active = inhibition above about 12%
PriA SSB inh: inhibitors of Klebsiella pneumoniae PriA binding to SSB C-terminal tail, primary screen, biochemical, AlphaScreen | PriA–SSB C-terminal tail interaction (Klebsiella pneumoniae) | AlphaScreen SSBct-PriA binding, biotinylated peptide | hit rate 0.6% among 430,000 | inhibition, % at 33 µM; in the data active = inhibition mostly above about 37%, no sharp cut-off; inactive = mostly below about 20%;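 note: plate controls were negative control peptide for no effect and reference peptide for full effect; strong numbers were not always called active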
* hit, by the source's call; i = inactive; · = not tested or not shown; & = joins results of further samples. The list is partial; the hit share may differ from the screen's.

SMILES	VHR inh abs	GDH-TPI inh	Mtb UGM inh	BH1578 lux ind	Rv3671c protease	MazF activator	BioA inh	FBA Mtb inh	3CLpro inhibitor	PriA SSB inh
CN1CCc2cc(Cl)c(O)cc2[C@@H](c2ccccc2)C1	12.0	-0.5	-0.4	i	-1.3	4.0	2.6	-1.1	1.4	-6.0
O=C(c1cccc(C(F)(F)F)c1)C1CCCN(Cc2ccc(OCCO)cc2)C1 (centres undefined)	9.1	-2.9	0.4	-0.2	1.5	3.8	·	-1.1	3.0	-12.3
COc1ccc(Cc2nnc(SC(C)C(=O)Nc3ccc(F)cc3Cl)o2)cc1 (centres undefined)	·	-1.7	-0.8	i	10.3	-6.9	·	-0.6	·	-3.8
Cc1ccc(Sc2ccc([N+](=O)[O-])cc2[N+](=O)[O-])nc1	-4.8	10.4	0.0	-0.2	-5.5	6.7	·	1.0	2.2	4.8
Cc1ccccc1CN1CCNC(=O)C1CC(=O)NCCN1CCCCC1=O (centres undefined)	-17.1	4.1	0.3	-7.7	14.3	2.7	-1.9	-1.4	-0.2	5.6
CCOc1ccc(C(=O)N2CCC(C(=O)c3ccc4c(c3)OCCO4)CC2)cc1	36.6	9.2	3.2	i	-1.2	-0.7	-1.3	3.3	7.1	-5.7
O=C(N/N=C(\Cc1ncc[nH]1)c1ccccc1)c1cccnc1	20.6	0.0	0.3	-0.3	7.2	9.7	·	0.0	5.1	·
CCCCCCNS(=O)(=O)c1ccc(OC)c(OC)c1	26.3	-2.4	-0.5	-0.3	-14.0	-3.8	0.2	0.4	-2.5	0.2
COc1ccc(CNC(=O)CC2C[C@H](C(=O)N3CCOCC3)[C@@]3(CCC4CCCC4)c4[nH]c5ccccc5c4CCN3C2=O)cc1OC (some centres undefined)	·	7.3	-0.3	i	1.5	4.4	-0.3	0.7	·	6.6
O=S(=O)(c1ccc(Br)cc1Cl)N1CCCN(c2ccc(C(F)(F)F)cn2)CC1	·	-2.6	0.6	i	-2.8	-3.9	-1.8	-3.9	·	-10.2
Cn1c(=O)c2sccc2n2c(CCCC(=O)NCc3ccco3)nnc12	-17.2	7.0	0.9	-2.6	-0.4	-19.2	2.4	5.3	-5.9	-13.2
O=C(NCC1CCCO1)c1ccc(CS(=O)(=O)c2c(Cl)cccc2Cl)o1 (centres undefined)	16.6	7.9	-0.5	-0.2	4.5	2.6	-0.9	1.3	-0.3	-5.3
O=C(Nc1nnc(-c2ccccn2)o1)c1ccc(Br)cc1	-22.9	15.8	3.2	-0.4	5.1	-1.7	·	-0.8	1.2	-2.7
CC1C(=O)N2CCCc3cc(S(=O)(=O)N(C)c4ccccc4)cc1c32 (centres undefined)	-14.4	7.8	0.1	i	4.8	-0.1	-1.4	2.1	0.9	-3.2
COc1cc2c(cc1OC)C(c1cc3cc(OC)c(OC)cc3[nH]c1=O)N(C(=O)C1CC1)CC2 (centres undefined)	23.4	14.9	0.8	-0.4	0.5	3.1	3.1	11.1	1.0	3.8
COc1cc(/C=N/NC(=O)C(C)Nc2n[nH]c(=O)[nH]c2=O)ccc1O (centres undefined)	9.0	14.2	-2.2	1.5	-2.3	0.9	-1.8	-0.4	1.5	·
Cc1cc(=O)[nH]c(N2CCN(C(=O)c3ccco3)CC2)n1	5.8	9.7	-0.6	-0.5	5.1	-5.4	-0.2	1.9	1.6	-1.8
COc1ccc(CCNC(=O)C/C(C)=N/NC(=O)C(c2ccccc2)c2ccccc2)cc1OC	-0.1	0.4	-0.4	-0.4	-1.0	3.3	·	0.8	8.0	·
COc1cccc(OCC(O)CN2C(C)CCCC2C)c1 (centres undefined)	21.3	3.4	-1.6	0.0	-59.4	-8.1	-0.1	6.2	-3.9	-18.9
COc1cccc(CNC(=O)C2CC(=O)N(c3ccc4c(c3)OCCO4)C2)c1 (centres undefined)	·	-7.4	-0.1	-0.3	-1.1	1.5	3.1	5.7	·	6.2
CCOc1ccc(C(=O)C(CCC(CN(C)C)C(=O)c2ccc(OCC)cc2)CN(C)C)cc1 (centres undefined)	-3.8	-0.4	·	-0.3	·	4.0	·	-0.2	-0.4	4.5
COc1cccc(CN2CCNC(=O)C2CC(=O)N(Cc2cnn(C)c2)C(C)C)c1 (centres undefined)	20.4	9.8	0.8	-0.1	-7.4	-8.4	·	1.5	-0.6	-6.2
O=C(O)c1ccc(CN2CCOCC2)o1	22.2	5.0	0.6	-0.4	-6.2	9.2	-0.1	0.5	2.4	3.1
O=C(CSc1n[nH]c(-c2cccs2)n1)NC1CCS(=O)(=O)C1 (centres undefined)	16.7	14.4	0.0	i	-2.0	-7.0	0.1	-1.3	0.2	20.6
Cc1nnc(N2CCCCC2)c2ccccc12	-5.8	3.8	0.5	-0.5	4.4	-4.0	9.6	0.8	-2.9	-17.3

An excerpt of these results, with two lines to a compound:
The line under a structure holds: VHR inh abs	GDH-TPI inh	Mtb UGM inh	BH1578 lux ind	Rv3671c protease	MazF activator	BioA inh	FBA Mtb inh	3CLpro inhibitor	PriA SSB inh
COc1ccc(CCNC(=O)C/C(C)=N/NC(=O)C(c2ccccc2)c2ccccc2)cc1OC
→ -0.1	0.4	-0.4	-0.4	-1.0	3.3	·	0.8	8.0	·
O=C(CSc1n[nH]c(-c2cccs2)n1)NC1CCS(=O)(=O)C1 (centres undefined)
→ 16.7	14.4	0.0	i	-2.0	-7.0	0.1	-1.3	0.2	20.6
Cc1nnc(N2CCCCC2)c2ccccc12
→ -5.8	3.8	0.5	-0.5	4.4	-4.0	9.6	0.8	-2.9	-17.3
O=C(N/N=C(\Cc1ncc[nH]1)c1ccccc1)c1cccnc1
→ 20.6	0.0	0.3	-0.3	7.2	9.7	·	0.0	5.1	·

(further entries)
SMILES	VHR inh abs	GDH-TPI inh	Mtb UGM inh	BH1578 lux ind	Rv3671c protease	MazF activator	BioA inh	FBA Mtb inh	3CLpro inhibitor	PriA SSB inh
CCCc1c(C(=O)N/N=C/c2ccc3c(c2)OCO3)nnn1-c1nonc1N	·	2.6	·	-0.3	·	-4.9	1.3	-0.2	·	·
CCOCCCNC(=O)C1CCN(S(=O)(=O)c2c(C)noc2/C=C\c2ccc(OC)cc2)CC1	·	7.5	-1.8	-0.4	-0.5	3.9	-1.6	1.2	-1.5	-18.6
CC(NC(=O)c1cc(=O)[nH]c2ccccc12)c1ccccc1 (centres undefined)	1.6	1.9	0.0	-0.3	-2.9	13.4	0.5	4.0	4.3	-3.7
Cc1ccc(S(=O)(=O)N2CCOCC2)cc1NC(=O)CSc1n[nH]c(N)n1	21.8	-2.9	-2.7	-0.8	8.8	3.9	·	-1.2	1.4	-2.4
COc1ccc(C(C(=O)NC2CCCC2)N(C(=O)c2snc(-c3ccc(F)cc3)c2N)c2cccc(F)c2)cc1 (centres undefined)	8.4	6.5	-1.9	i	4.5	-20.0	1.2	-1.8	0.3	-16.4
COc1ccc(/C=C(/C(=O)c2cccs2)N2C=CC=CC2=C(C#N)C#N)cc1	26.2	13.6	·	-0.3	·	17.1	·	6.2	-1.4	15.2
CSc1ccc(CN(C)C(=O)CNC(=O)c2ccc3c(c2)OCO3)cc1	·	-7.9	4.9	i	-7.1	4.0	-0.5	-0.1	·	-1.2
COc1ccc(-c2cn3cc(C)ccc3n2)cc1F	4.3	7.6	-0.6	-0.3	-3.2	1.8	1.5	37.1*	-4.9	-6.1
COc1cccc(Nc2c(Nc3cccc(OC)c3)c(=O)c2=O)c1	59.0*	6.4	1.9	-0.6	-9.7	-6.5	-1.1	6.6	0.9	-8.3
COc1ccc(NC2CCCN(C(=O)c3cccc(C)n3)C2)cc1OC (centres undefined)	-6.0	-11.2	4.9	i	2.2	8.5	0.2	3.3	2.9	-4.0
COc1cc2c(c(OC)c1OC)-c1ccc(O)c(=O)cc1[C@@H](NC(C)=O)CC2	·	28.4	5.1	-0.5	11.4	5.7	0.9	-1.2	·	-13.4
Cc1cc(C)cc(NC(=S)N2CCC(NC(=O)c3ccc(F)cc3)CC2)c1	16.6	-1.5	-1.4	0.2	-3.0	2.2	0.1	3.1	4.2	-0.1
CC(=O)OCC(=O)[C@@]12OC3(CCCC3)O[C@@H]1C[C@H]1[C@@H]3CCC4=CC(=O)C=C[C@]4(C)[C@@]3(F)[C@@H](O)C[C@@]12C	12.4	11.9	-2.2	i	1.7	8.6	7.3	3.4	-2.3	0.3
O=Nc1c(O)n(Cc2ccc(Cl)cc2)c2ccccc12	31.6	2.6	0.6	225.8*	-61.1	8.1	5.7	0.1	8.0	10.1
CCOC(=O)CC(=O)NC(CC(=O)OC)c1ccc(C(C)C)cc1 (centres undefined)	-1.4	-6.9	-2.6	-0.3	0.1	-3.1	·	0.5	-4.5	-3.4
CCNc1nc(NCc2ccccc2)nc(SCC(N)=O)n1	31.5	2.5	1.4	-0.5	-1.6	4.6	1.9	3.0	1.2	-12.2
COC(=O)c1ccccc1N=Nc1c(N)n[nH]c1N	-9.2	18.1	1.3	0.5	-2.5	4.4	·	-8.1	-1.3	20.8
O=C(Nc1cccc(-c2cn3cccnc3n2)c1)c1cccs1	2.9	12.4	0.5	-2.7	2.1	7.9	-0.4	170.2*	0.3	-6.0
CN(C)C(=O)N1CCN(c2nc(-c3ccccc3)cs2)CC1	52.8*	12.4	0.8	1.8	4.3	1.9	5.9	-3.8	1.1	7.2
CCN1CCN(C(c2cccs2)C(C)NC(=S)Nc2cccc(C)c2C)CC1 (centres undefined)	16.6	-7.6	-1.1	-0.3	4.0	9.8	·	-0.8	0.4	-0.6
COc1ccc(-c2csc(NC(=O)c3ccccc3NS(=O)(=O)c3ccc(F)c(F)c3)n2)cc1	5.2	14.7	0.8	-5.6	1.3	5.8	8.9	2.9	7.5	8.2
CCOc1ccc(C2SCC(=O)Nc3c2c(C)nn3C2CCOC(C)(C)C2)cc1 (centres undefined)	-4.2	1.7	0.3	0.0	-4.8	-5.0	0.1	5.3	5.9	10.6
Cc1ccc(-c2nc(CN(Cc3c(C)nn(C)c3C)C(C)C)c(C)o2)o1	11.0	1.2	-3.8	·	2.4	-8.4	·	4.7	-2.7	9.8
C=CCOc1nc2c(c(=O)n(Cc3ccc(Cl)cc3)c(=O)n2C)n1C	13.9	-9.4	1.8	·	1.4	1.9	0.3	-0.1	-0.8	6.3
CC(Oc1ccc(Br)cc1)C(=O)Nc1ccc(S(=O)(=O)Nc2nccs2)cc1 (centres undefined)	-28.0	-2.1	-0.8	i	-6.5	-2.3	1.7	-3.7	3.1	18.8
N#Cc1ccsc1NC(=O)C1CCN(S(=O)(=O)c2cccs2)CC1	·	3.9	-0.3	-0.7	-4.7	7.8	0.7	-1.6	·	-17.0&-3.2
CCOc1ccccc1Nc1nc2ccccc2[nH]1	5.6	2.4	-1.0	-1.3	5.7	7.7	1.2	-8.2	2.7	-1.8
NC(=O)COC(=O)/C=C/c1ccc(S(=O)(=O)N2CCCCCC2)cc1	13.2	3.7	2.6	3.1	-2.0	7.3	·	-2.3	-1.1	-3.5
Cc1nc(NCC2CC2)c2nnn(Cc3ccccc3)c2n1	3.4	3.1	0.4	-0.7	3.1	3.1	·	0.8	4.2	0.6
Cc1csc(SCc2ccc(C(=O)O)cc2)n1	-4.1	-6.8	0.8	·	5.9	9.9	0.6	7.7	4.0	5.5
